# KB-3-1 cytotox – kills parental KB-3-1 adenocarcinoma cells. actives 1.4% (n = 400,000). KB-3-1 viability, CellTiter-Glo ATP luminescence, 72 h. Potency, µM (titrated, usually from 46.1 µM), without a hit: at the highest dose activity change, negative = cytotoxic, actives largely listed as cytotoxic. AID 1347075; note: potency is the fitted concentration of half-maximal effect; % is set by controls: 0 for no effect and ±100 for the full control effect; nearly all actives have a fitted effect of over 60% in size
#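 KB-3-1 cells, DMEM (no phenol red) + 10% FBS; compound by pin transfer, 72 h, 37 °C. Readout: CellTiter-Glo luminescence after 10 min. Data normalized, curve-fitted.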
# HT1080 IDH1KD tx – HT-1080 IDH1 knockdown cell toxicity (counter line). HT-1080 IDH1 knockdown viability, ATP luminescence, 48 h. Potency, µM (doses to about 46.1 µM), for inactives: at the top dose activity, negative = toxicity, hits mostly cytotoxic. actives 2% (n = 360,000). AID 686971;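 note: potency is the fitted concentration of half-maximal effect; 0% = DMSO wells and -100% = cell-free medium wells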
#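 Cytotoxicity counter-line: IDH1KD HT-1080, 48 h, CellTiter-Glo. Curves classed by r2, magnitude and activity.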
# SW480 rereplic – DNA re-replication induction in SW480 cells; SW480 DNA re-replication, Hoechst DNA content imaging, 48 h; Potency, µM (doses to about 46.1 µM), without a hit: at the top dose re-replication activation, hits mostly activators; actives 1.8% (n = 340,000); note: potency is the fitted concentration of half-maximal effect; % of control where 0% means no effect; nearly all actives have a fitted effect of over 55% in size
#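 Per well, 250 cells were exposed to pinned compound for 48 hr. Nuclear DNA was visualised with Hoechst (40 min, 37 C) and total object intensity recorded by fluorescence scanning.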
# KB-V1 cytotox – KB-V1 MDR subline cytotoxicity; KB-V1 MDR cells viability, CellTiter-Glo, 72 h; Potency, µM (top dose mostly 46.1 µM), for the others: at the highest dose activity change, negative = cytotoxicity, actives largely listed as cytotoxic; actives 3.4% (n = 400,000); AID 1347076; note: potency is the fitted concentration of half-maximal effect; % is set by controls: 0 for no effect and ±100 for the full control effect; nearly all actives have a fitted effect of over 60% in size
#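 Cytotoxicity toward P-gp-expressing KB-V1 cells was determined as loss of CellTiter-Glo luminescence after 72 h at 37 degrees C. Compounds were tested in quantitative HTS format across a concentration range, with curves fitted to normalized data.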
# IL-1B inflam inh – inflammasome signaling inhibition, IL-1 beta readout | activity change, % at 57.5 µM | actives 4.7% (n = 360,000) | THP-1 LPS/ATP IL-1B secretion, AlphaLISA, 16 h; active compounds read low; in the data active = activity change below about -50%; inconclusive = mostly about -30% to -49%; note: % is set by controls: 0 for no effect and ±100 for the full control effect
#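 THP-1 cells pretreated 1 hr with compounds (up to 57.5 uM final), then stimulated with LPS (250 ng/mL final) plus ATP (1.25 mM final); secreted IL-1B measured by AlphaLISA after 16 hr, decreased signal indicating inhibition.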
# D3 antag – D3 dopamine receptor (human) antagonism; P35462; D3R cells, DiscoveRx beta-arrestin luminescence, antagonist mode; active compounds read low; max response, negative = inhibition, %; actives 2.5% (n = 360,000); AID 652054; in the data active = max response below about -50%; inconclusive = no clear call, values can overlap the other calls; note: % is set by controls: 0 for no effect and ±100 for the full control effect; mostly tested at two doses, the higher about 12 µM
# Target sequence (P35462 whole entry, looked up): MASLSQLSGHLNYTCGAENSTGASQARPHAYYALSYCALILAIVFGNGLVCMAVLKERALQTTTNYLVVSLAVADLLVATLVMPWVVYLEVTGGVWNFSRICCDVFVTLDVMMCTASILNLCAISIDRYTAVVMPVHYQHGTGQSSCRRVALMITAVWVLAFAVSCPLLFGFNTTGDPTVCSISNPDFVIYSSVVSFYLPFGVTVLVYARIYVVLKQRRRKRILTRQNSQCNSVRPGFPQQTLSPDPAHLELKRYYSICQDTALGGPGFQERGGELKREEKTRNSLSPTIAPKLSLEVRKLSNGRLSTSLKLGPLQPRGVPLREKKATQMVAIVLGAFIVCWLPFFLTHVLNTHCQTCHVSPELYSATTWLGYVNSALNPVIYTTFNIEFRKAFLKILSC
#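 Cells expressing the human receptor were seeded at 1500 cells/well, incubated overnight at 37 degrees C in 5% CO2, then exposed to library compounds with dopamine controls for 90 minutes at 37 degrees C before luminescent detection.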
# GLP-1R agonist – agonists of human GLP-1 receptor; HEK293 GLP-1R CRE-luciferase, luminescence, 4-6 h; cells express a hypersensitive GLP-1R form; AID 624172; actives 0.007% (n = 380,000); P43220; Potency, µM (top dose mostly 45.6 µM), inactives show at the highest dose activation, hits mostly activators; note: potency is the fitted concentration of half-maximal effect; % of control where 0% means no effect
# Target sequence (P43220 whole entry, looked up): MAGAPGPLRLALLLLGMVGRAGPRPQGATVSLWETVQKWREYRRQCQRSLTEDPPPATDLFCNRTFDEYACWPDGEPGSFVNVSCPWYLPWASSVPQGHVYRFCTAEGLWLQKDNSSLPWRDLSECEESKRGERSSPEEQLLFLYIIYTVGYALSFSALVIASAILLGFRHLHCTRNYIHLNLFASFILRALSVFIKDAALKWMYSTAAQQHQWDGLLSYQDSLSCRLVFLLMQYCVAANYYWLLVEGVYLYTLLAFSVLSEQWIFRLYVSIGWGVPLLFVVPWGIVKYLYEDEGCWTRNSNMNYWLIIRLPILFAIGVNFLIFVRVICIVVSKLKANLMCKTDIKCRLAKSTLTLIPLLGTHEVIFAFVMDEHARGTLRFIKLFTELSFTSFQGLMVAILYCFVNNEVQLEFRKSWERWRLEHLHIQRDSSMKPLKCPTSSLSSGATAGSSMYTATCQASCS
# D3 ag – D3 dopamine receptor (human) agonism; actives 0.58% (n = 410,000); max activation, %; D3R DiscoveRx beta-arrestin cells, luminescence, 90 min; AID 652048; in the data active = max activation above about 30%; note: 0% is about no effect; mostly tested at two doses, the higher about 12 µM
#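 Agonist-mode cell screen: cells plated at 1500/well and incubated overnight at 37 °C, then exposed to library compounds for 90 min at 37 °C. Detection reagent was added for 30–60 min at room temperature, and luminescence was read.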
# HT1080NT lethal – kills 2HG-producing HT-1080-NT fibrosarcoma cells | HT-1080-NT fibrosarcoma viability, CellTiter-Glo ATP luminescence, 48 h | Potency, µM (highest dose often 46.1 µM), without a hit: at the top dose activity, negative = less viability, usual class: cytotoxic | actives 1.6% (n = 360,000);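 note: NT is the 2HG producing partner of a matched IDH1 knockdown line; potency is the fitted concentration of half-maximal effect; 0% = DMSO-treated cells and -100% = media-only wells without cells; nearly all actives have a fitted effect of over 55% in size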
#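 HT-1080-NT fibrosarcoma cells (2HG-overproducing), 750 cells/well in RPMI with 5% FBS, dosed after 2 h and incubated 48 h at 37C. CellTiter-Glo luminescence normalized to DMSO and no-cell wells; concentration-response curves fitted and classed.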
# An asterisk follows results filed as active; ? = inconclusive; . = no result given; [ ] = dose if it differs, or a comment. Unless noted, calls come from the whole dose curve; as a rule, active = well fitted curve in the direction sought with a large enough effect; inconclusive = small, poorly fitted or top-dose-only effect, or another doubt; inactive = no such curve, though single readings can be large; an effect the other way counts as inactive or inconclusive.
SMILES,KB-3-1 cytotox,HT1080 IDH1KD tx,SW480 rereplic,KB-V1 cytotox,IL-1B inflam inh,D3 antag,GLP-1R agonist,D3 ag,HT1080NT lethal
O=C1CN(C(=O)N[C@@H](Cc2ccccc2)C(=O)N[C@H](C(=O)O)c2ccccc2)c2ccccc2N1,6%,-1%,-8%,5%,20,-1,0%,1,20%
CC(=O)c1ccc(N(CC(=O)NC2CCS(=O)(=O)C2)S(=O)(=O)c2ccc(C)cc2)cc1 (stereo not given),0%,3%,-1%,16%,9,2,-2%,-8,-3%
CC(=O)N1CCN(c2ccc(Oc3nnnn3-c3ccccc3)cc2)CC1,-25%,-9%,-5%,?,-3,1,-9%,-3,11%
N#C/C(=C\c1cccnc1)c1ccc(Br)cc1,3%,8%,3%,-1%,-11,8,2%,-2,9%
N#Cc1c(N)nc(SCC(=O)NC2CCCCC2)c(C#N)c1-c1ccc(Cl)cc1,12%,6%,?,?,-6,-12,0%,46*,16%
Cc1cc2nc3ccc(N(C)C)cc3nc2cc1N,?,-13%,-11%,-5%,?,?,-3%,2,-7%
COc1ccccc1C(=O)OC(C)CN1CCN(C)CC1 (stereo not given),0%,7%,1%,4%,-5,2,-4%,13,13%
CCC(C)NC(=O)c1nc2c(nnn2Cc2ccccc2Cl)c(=O)[nH]1 (stereo not given),0%,1%,-5%,-24%,15,6,1%,4,-13%
CCC(C)(C)NC(=O)C(c1cccc(OC)c1OC)N(CCOC)C(=O)CCC(=O)Nc1cc(C)on1 (stereo not given),0%,4%,3%,-4%,-13,-12,9%,-1,2%
CC(Oc1ccccc1F)C(=O)NC1CCS(=O)(=O)C1 (stereo not given),-13%,-5%,-6%,5%,-25,-14,-2%,0,-2%
Cc1cc(NC(=O)COC(=O)c2ccc(S(=O)(=O)N3CCCC3)cc2)no1,5%,6%,-26%,22%,4,11,-6%,5,5%
N=c1c2ccccc2nnn1-c1ccccc1[N+](=O)[O-],2%,-19%,-3%,0%,0,0,1%,-2,-6%
COc1cc(/C=N/n2nnnc2N)cc(Cl)c1OC,1%,2%,-5%,?,3,0,16%,1,10%
CCOC(=O)c1ccc(NS(=O)(=O)c2ccc(-c3coc(C)n3)cc2)cc1,9%,-8%,2%,15%,7,1,-1%,7,-10%
COc1cccc(Oc2ccc(OC)cc2C(=O)O)c1,?,10%,-12%,?,25,6,-3%,-1,22%
CSC(=O)CC(=O)NC(=O)c1ccccc1,-8%,0%,-5%,-27%,0,-17,-9%,-5,7%
O=C(O)CC12CC3CC(C1)CC(n1cncn1)(C3)C2,-1%,10%,-36%[inhibitor],5%,0,7,0%,5,13%
Cc1ccc(CONS(=O)(=O)c2cc(C)ccc2C)cc1,3%,-7%,6%,0%,9,-21,6%,-6,-2%
O=C(NCc1ccccc1)c1ccc(-c2cn[nH]c2)c2ccoc12,-1%,?,.,-10%,-23,-22,24%,6,-27%
O=C(CCCOc1ccc(Cl)cc1)Nc1nncs1,-1%,1%,3%,-7%,-15,7,5%,-1,1%
O=C(Nc1cccnc1)/C(N=Nc1ccc(Cl)c(C(F)(F)F)c1)=C(\O)c1ccccc1,?,5%,-2%,-19%,14,10,8%,-1,0%
CC1CCCCN1S(=O)(=O)c1ccc2c(c1)CCN2C(=O)CCC(=O)O (stereo not given),3%,10%,-5%,10%,-2,6,0%,2,-7%[9.24 µM]
Cc1c(NP(=O)(Oc2ccccc2F)Oc2ccccc2F)c(=O)n(-c2ccccc2)n1C,0%,7%,-2%,3%,29,5,5%,3,2%
C=CCC(=O)N1CCCC(CO)(Cc2ccc(F)cc2F)C1 (stereo not given),-6%,6%,-6%,6%,-18,11,5%,2,5%
O=C1CC(N2CCOCC2)=NN1c1ccc([N+](=O)[O-])cc1,-12%,-10%,-7%,16%,-16,-19,-4%,4,-6%
O=C(NCC1CCN(S(=O)(=O)c2ccccc2)CC1)Nc1ccccc1,1%,1%,-11%,8%,-14,-21,5%,2,-10%
CN1CCN(S(=O)(=O)c2ccc(N(C)Cc3ccc(C(F)(F)F)cc3)c([N+](=O)[O-])c2)CC1,0%,?,?,0%,-85*,-7,3%,-10,?
Cc1ccc(S(=O)(=O)NCC(=O)OCC(=O)NC2CCCCC2)cc1,-8%,-5%,-6%,?,7,-23,-2%,1,-3%
CCOC(=O)C1=C(O)/C(=C\c2cc(C)n(-c3ccc(F)cc3)c2C)N=C1C,6%,22%,1%,2%,-19,-24,1%,-8,9%
COC(=O)c1cc2oc3ccccc3c2n1CC(=O)N1CCCc2ccccc21,-10%,-1%,6%,?,36,-3,-2%,3,2%

# 4 structures already listed, ordered by molar mass, rising.
SMILES,KB-3-1 cytotox,HT1080 IDH1KD tx,SW480 rereplic,KB-V1 cytotox,IL-1B inflam inh,D3 antag,GLP-1R agonist,D3 ag,HT1080NT lethal
C=CCC(=O)N1CCCC(CO)(Cc2ccc(F)cc2F)C1 (stereo not given),-6%,6%,-6%,6%,-18,11,5%,2,5%
CCOC(=O)C1=C(O)/C(=C\c2cc(C)n(-c3ccc(F)cc3)c2C)N=C1C,6%,22%,1%,2%,-19,-24,1%,-8,9%
O=C(NCC1CCN(S(=O)(=O)c2ccccc2)CC1)Nc1ccccc1,1%,1%,-11%,8%,-14,-21,5%,2,-10%
Cc1c(NP(=O)(Oc2ccccc2F)Oc2ccccc2F)c(=O)n(-c2ccccc2)n1C,0%,7%,-2%,3%,29,5,5%,3,2%

# (further entries)
SMILES,KB-3-1 cytotox,HT1080 IDH1KD tx,SW480 rereplic,KB-V1 cytotox,IL-1B inflam inh,D3 antag,GLP-1R agonist,D3 ag,HT1080NT lethal
CCOC(=O)C(C)n1nc(-c2ccccc2)c2ccccc2c1=O (stereo not given),?,0%,-13%,-36%,31,5,22%,-4,-7%
Nc1c2c(nc3c1CCCC3)CCCC2 (tested in a mixture with another compound),8%,6%,0%,-10%,7,-9,16%,-1,0%
O=C(Nc1ccc([N+](=O)[O-])cc1)OCCc1ccccn1,-1%,5%,0%,-11%,-7,-8,4%,-7,13%
COc1cc2c3c(c1)C1(C(=O)N3C(C)(C)C=C2C)C(C#N)=C(N)Oc2cc(O)ccc21 (stereo not given),-18%,-5%,0%,10%,-10,-27,-5%,-6,-3%
O=C(CN1/C(=C(/O)c2ccccc2)C(=O)c2ccccc2S1(=O)=O)c1ccccc1,?,-17%,-5%,1.5µM*,-9,-88*,-8%,-2,-23%
CCN(CC(=O)Nc1ccc(NC(C)=O)cc1)C(=O)c1cccnc1Sc1ccc(C)c(C)c1,12%,-3%,-77%[inhibitor],0%,6,-7,15%,1,0%
COc1cc2oc(=O)ccc2cc1[C@@H](O)[C@@H]1OC(C)(C)OC1(C)C,0%,15%,-3%,11%,-5,0,-2%,6,20%
CC(C)Nc1ncnc2c1cnn2Cc1ccccc1Cl,1%,-27%,20%,-18%,-16,23,-1%,4,-4%
[O-]/[N+](=N\Nc1ccc(Cl)cc1)c1ccccc1,-5%,-11%,0%,?,8,-5,14%,3,-11%
COc1ccc2oc(=O)c(C(=O)N3CCN(c4cc(Cl)ccc4Cl)CC3)cc2c1,-5%,.,.,?,.,.,7%,7,.
COc1cc(/C=C/C(C)=NNc2ccccc2)ccc1O,-6%,?,?,-27%,-94*,-23,15%,-2,?
CCOCCn1c(CN2CCCCC2)nc2c1c(=O)n(C)c(=O)n2C,-8%,0%,-4%,-15%,17,-11,1%,-6,2%
O=C(/C=C/c1ccco1)Nc1ccc(N2CCCC2)cc1,0%,21%,-36%[inhibitor],6%,-2,7,-8%,4,13%
Cc1ccc(C(=O)CC(=O)COc2ccc(Cl)cc2)cc1,-3%,?,-30%,?,0,-22,3%,7,?
Cc1cc(C)c2cc(CN(Cc3nnnn3Cc3ccc(F)cc3)C3CCCC3)c(=O)[nH]c2c1,-24%,10%,-1%,-1%,8,16,9%,-20,2%
O=C1CSC(=Nc2ccc(Cl)cc2)N1Cc1cccnc1,1%,-10%,-1%,?,.,10,12%,15,-1%
Cc1ccc(Oc2ccc(S(=O)(=O)Nc3ccc(C(=O)O)cc3)cc2)cc1,11%,-4%,-37%[inhibitor],26%,0,1,-8%,-10,-15%
CCCCCCCCN1C(=O)[C@H](CC(=O)N2CCC(c3ccccc3)CC2)C[C@@]2(C(=O)OC)CCCCC=C12,-7%,-13%,.,?,-18,13,2%,7,-2%
Cc1cccc2cc(CN(Cc3ccco3)C(=O)c3ccncc3)c(=O)[nH]c12,-6%,-1%,-1%,-11%,2,?,20%,3,-2%
CCOC(=O)C1=C(C)NC(C)=C(C(=O)OCC)C1c1ccc(C)o1,-6%,-4%,8%,-2%,-9,-3,3%,0,0%
C=CCOc1ccc(CNc2nccs2)cc1,-3%,23%,1%,-10%,-18,-11,-1%,2,11%
Cc1nc(SCC(=O)c2ccccc2)c(C#N)c(-c2ccco2)c1C(=O)NCc1ccco1,0%,?,?,-12%,-98*,?,-13%,-9,?
c1ccc2c(c1)CCc1c-2nc2ccccc2c1N1CCOCC1,-10%,-20%,-4%,-13%,-20,-9,-1%,3,0%
C=Cc1ccc(Cn2c(C)c(C(=O)NCc3ccc(Cl)c(Cl)c3)sc2=O)cc1,?,-22%,.,?,-15,41,1%,6,?
CCCCC1=CC2=CC(=O)C(C)(OC(=O)CC)C(=O)C2=CN1CCOC (stereo not given),?,1%,4%,?,7,0,-4%,-1,14%
Nn1c(-c2ccccn2)nnc1-c1ccccn1,-8%,0%,-6%,2%,-19,-21,11%,-1,14%
COc1ccc(N2C(=NC(=O)c3ccccc3)SC3CS(=O)(=O)CC32)cc1 (stereo not given),5%,-9%,0%,-11%,8,-7,9%,13,-5%
CC(C)NC(=O)c1ccccc1NC(=O)/C=C/c1ccc([N+](=O)[O-])cc1,3%,-10%,0%,7%,11,-13,-7%,1,3%

# Bioassay records from PubChem.
